TTR transcr act: activators of transthyretin transcription; SH-SY5Y TTR promoter Gaussia luciferase, luminescence; 100% = recombinant luciferase protein wells; activation, % at 16.7 µM; 1.3% of 92,000 active; AID 1117267;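 active = activation above the mean of all tested compounds plus 3 SD, cut at about 9.5% in these data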;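 note: cells exposed to compounds for one day before reading; 0% = median of all test compound wells on the plate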
* = called active by the depositor; & = joins results of further samples. This is a subset (hit frequency here may not be typical).

The first 4 records, to show the layout:
TTR transcr act	Structure
-0.7	CC1(C(=O)NS(=O)(=O)c2ccccc2)CCN1C(=O)c1cccc2ccccc12 (stereo not drawn)
-5.1	CCN(CC)S(=O)(=O)c1cc(NC(=O)CSc2nc3c(cc2C#N)C(=O)CC(C)(C)C3)ccc1C
3.6	O=S1(=O)CC(N2CCN(CC3CC3)CC2)CN1Cc1cn(Cc2ccccc2C(F)(F)F)nn1 (stereo not drawn)
-1.5	COc1ccccc1NC(=O)CC(c1ccc(OC(C)C)cc1)c1ccccc1OC (stereo not drawn)

All compounds of this part, from the first entry:
TTR transcr act	Structure
-0.7	CC1(C(=O)NS(=O)(=O)c2ccccc2)CCN1C(=O)c1cccc2ccccc12 (stereo not drawn)
-5.1	CCN(CC)S(=O)(=O)c1cc(NC(=O)CSc2nc3c(cc2C#N)C(=O)CC(C)(C)C3)ccc1C
3.6	O=S1(=O)CC(N2CCN(CC3CC3)CC2)CN1Cc1cn(Cc2ccccc2C(F)(F)F)nn1 (stereo not drawn)
-1.5	COc1ccccc1NC(=O)CC(c1ccc(OC(C)C)cc1)c1ccccc1OC (stereo not drawn)
1.5	CCC1(c2ccc(F)cc2)NC(=O)N(CC(=O)N2CCN(S(=O)(=O)c3ccc(Cl)cc3)CC2)C1=O (stereo not drawn)
-0.3	Cc1ccc(F)cc1NC(=O)C12CC3CC(C1)CC(n1cnc([N+](=O)[O-])n1)(C3)C2
-2.6	Cc1ccc2ccc(C(Nc3ccccc3)c3ccc(F)cc3)c(O)c2n1 (stereo not drawn)
1.9	OC(c1cccc(Cl)c1)c1ncc(-c2ccccc2Cl)[nH]1 (stereo not drawn)
-1.7	CCN(C(=O)C=Cc1ccco1)c1ccccc1
1.2	CCOC(=O)c1cc2c(c(-c3ccccc3)n1)[C@@H](CCO)N(S(=O)(=O)C(C)(C)C)C2
-3.0	O=C(NC1CCCCC1)C(c1ccccn1)N(C(=O)Cc1cccs1)c1ccc(Cl)cc1 (stereo not drawn)
-0.5	COCCCN(C(=O)Nc1ccccc1)C(C)c1ccncc1 (stereo not drawn)
-2.6	CCCCCCCCNc1ccccc1S(=O)(=O)NCc1ccccc1
-0.1	O=C1NC(=O)C2C1C(c1ccc([N+](=O)[O-])cc1)=NN2Cc1ccccc1 (stereo not drawn)
-0.6	CCC1NC(=O)c2cccnc2-n2c1nc1cc(OC)c(OC)cc1c2=O (stereo not drawn)
-0.2	O=C1c2ccccc2C(=O)N1CCOc1cccc(Br)c1
9.3	Cc1ccc(-c2noc(C3CCN(C(=O)Nc4ccc(C#N)cc4)CC3)n2)o1
0.8	Cc1ccccc1Sc1ccc(N)cn1
0.2	COc1ccc(-c2cccc3c2C2CC3CCN2C(=O)OCc2ccccc2)cc1 (stereo not drawn)
1.2	CC(=O)Nc1sc2c(c1C#N)CCCC2
-1.1	Cc1cc(OC(=O)c2ccc(F)cc2)c([N+](=O)[O-])c(=O)[nH]1
0.4	Cc1cnn(CCC(=O)NNC(=S)Nc2ccccc2)c1
-0.7	CCCCCCCSc1nc(N)cc(=O)[nH]1
2.2	CC(C)(C)OC(=O)N1CCCN(C(c2ccnc3ccccc23)c2nnnn2-c2ccc3c(c2)OCCO3)CC1 (stereo not drawn)

An excerpt of these results, with each value named.
OC(c1cccc(Cl)c1)c1ncc(-c2ccccc2Cl)[nH]1 (stereo not drawn)
  TTR transcr act: 1.9
CCN(C(=O)C=Cc1ccco1)c1ccccc1
  TTR transcr act: -1.7
O=C1NC(=O)C2C1C(c1ccc([N+](=O)[O-])cc1)=NN2Cc1ccccc1 (stereo not drawn)
  TTR transcr act: -0.1
Cc1cc(OC(=O)c2ccc(F)cc2)c([N+](=O)[O-])c(=O)[nH]1
  TTR transcr act: -1.1

The listing continues.
TTR transcr act	Structure
-0.2	CCOC(=O)C1(CCc2ccccc2)CCN(C(=O)CCn2cnnn2)CC1
0.9	COc1cc(Br)cc(C2C3=C(CCCC3=O)N(c3ccc(F)cc3)C3=C2C(=O)CCC3)c1O
-0.4	COC(=O)[C@]12C[C@H](CC(=O)NCc3cccs3)C(=O)N(CCc3ccc(OC)c(OC)c3)C1=C[C@H](C(C)C)O[C@@H]2C1CC1
0.1	COC(=O)c1ccccc1NC(=O)c1cc(OC)cc(OC)c1
5.3	O=C(COC(=O)c1ccc(Cl)nc1)NCCc1ccc(Cl)cc1
0.5	COc1ccc(C(=O)O)cc1NCc1ccc(C)s1
-0.1	CCCCc1ccc(NC(=O)CSc2nnc(C)c(=O)n2N)cc1
-1.8	COc1ccccc1CNC(=O)c1cc(-c2ccccc2C)n(CC2CC(c3cccc([N+](=O)[O-])c3)=NO2)n1 (stereo not drawn)
-1.2	O=C(O)c1nccnc1C(=O)N1CCN(c2ccccc2)CC1
2.9	COc1ccc(O)c(C(=O)c2cc(C#N)c(=O)n(CC3CCCO3)c2)c1 (stereo not drawn)
-1.1	CCN(CC)c1nc(N(CC)CC)[nH]c(=O)n1
0.1	CC(C)CC(=O)Nc1nnc(SCC(=O)NCC2CCCO2)s1 (stereo not drawn)
0.2	Cn1nc(C(F)(F)F)c(-c2ccc(Br)cc2)c1NC(=O)c1cccnc1
0.8	O=C(CSC1CC(=O)N(CCc2ccccc2)C1=O)Nc1ccc(Br)cc1 (stereo not drawn)
-1.6	O=C(CSc1nc2nn(-c3ccccc3)c(=O)c-2c2n1CCCCC2)Nc1ccc(OC(F)F)cc1
4.5	CCC(C)(C)C1CCc2[nH]nc(C(=O)O)c2C1 (stereo not drawn)
0.0	Cc1cc(C)n2nc(Sc3ncccc3[N+](=O)[O-])nc2n1
0.2	CCc1ccc(N(CC(=O)N2CCN(Cc3ccccc3)CC2)S(C)(=O)=O)cc1
-0.9	O=C(Cn1ncc2c(=O)oc3ccccc3c21)N1CCN(C(=O)c2ccco2)CC1
-1.3	CCc1ccc(-n2c(SCC(=O)NC3CCS(=O)(=O)C3)nc3ccccc3c2=O)cc1 (stereo not drawn)
-7.3	COc1cc(/C=C2\COC/C(=C\c3cc(OC)c(OC)c(OC)c3)C2=O)cc(OC)c1OC
0.6	Cc1ccc(S(=O)(=O)N(C)C)cc1NC(=S)NCc1ccco1
1.6	CCC(C(=O)Nc1cc(Cl)ccc1OC)c1ccccc1 (stereo not drawn)
-2.0	COc1ccc(S(=O)(=O)N2Cc3ccccc3CC2C(=O)Nc2nccs2)cc1 (stereo not drawn)
-0.3	O=c1c2ccccc2sn1-c1cc(S(=O)(=O)N2CCOCC2)ccc1N1CCCC1
2.6	Cc1ccccc1-c1cnc(C(O)c2c(C)cccc2C)[nH]1 (stereo not drawn)
-0.1	Clc1ccc2noc(-c3ccccc3)c2c1
-3.1	COC(=O)CCC(=O)OC1(C)C(=O)C2=CN(c3ccccc3)C(c3ccc(OC)cc3)=CC2=C(Br)C1=O (stereo not drawn)
-1.2	Cc1cccn2c(=O)c(C=O)c(N3CCC4(CC3)OCCO4)nc12
-0.2	COc1ccc(C(=O)/C=C/Nc2c(C)n(C)n(-c3ccccc3)c2=O)c(OC)c1
-1.7	O=C(c1cccnc1)N(c1cc2sc(=O)oc2c2ccccc12)S(=O)(=O)c1ccccc1
-2.0	CC(C)c1cccc(C(C)C)c1NC(=O)c1ccccc1
1.6	COc1ccc(/C=C2/CCOC2=O)cc1
4.3	COc1ccc(-n2nnnc2SCC(=O)NCc2ccco2)cc1OC
-0.2	Cc1ccccc1CSCC(=O)NC(=O)NCc1ccco1
-1.1	Cc1ccc(CN2[C@@H]3c4ccccc4C[C@@H]3OCCS2(=O)=O)cc1
-1.6	O=C(CSc1nnc(Cc2cccs2)n1C1CC1)NC1CCS(=O)(=O)C1 (stereo not drawn)
0.1	O=C1NCCN(C(=O)CCc2nnc(-c3ccsc3)o2)C1c1ccc(F)cc1 (stereo not drawn)
-0.7	COc1ccc(N2CCN(C(CNC(=O)C(=O)NCc3ccncc3)c3ccco3)CC2)cc1 (stereo not drawn)
-0.1	Cc1cc(C)n2nc(-c3ccccc3)c(-c3ccccc3)c2n1
2.1	Cn1c(-c2sc3cc(C(F)(F)F)cnc3c2-c2cccs2)n[nH]c1=S
0.2	CCN(CC)S(=O)(=O)c1cccc(C(=O)NN2Cc3ccccc3C2=N)c1
0.6	Cc1ccc2c(c1)/C(=N/O)CCS2
0.0	CCN(CC)S(=O)(=O)c1ccc(N2CCOCC2)c(NC(=O)COc2ccc(C#N)cc2)c1
-1.6	Cc1cc(Sc2nc(N(C)C)nc(N(C)C)n2)nc(Cl)n1
-1.0	COc1ccc(CCn2c(=N)c(C(=O)NCC3CCCO3)cc3c(=O)n4ccccc4nc32)cc1 (stereo not drawn)
-3.5	COc1cc(/C=C2\CC(C(C)(C)C)C/C(=C\c3cc(OC)c(OC)c(OC)c3)C2=O)cc(OC)c1OC (stereo not drawn)
3.0	C[C@H](CO)N1C[C@H](C)[C@@H](CN(C)C(=O)Nc2ccc3c(c2)OCO3)Oc2c(NC(=O)C3CC3)cccc2C1=O

In another format: entries from further up.
Compound: COc1ccccc1CNC(=O)c1cc(-c2ccccc2C)n(CC2CC(c3cccc([N+](=O)[O-])c3)=NO2)n1 (stereo not drawn)
  TTR transcr act: -1.8

Compound: O=C(O)c1nccnc1C(=O)N1CCN(c2ccccc2)CC1
  TTR transcr act: -1.2

Compound: COc1ccc(O)c(C(=O)c2cc(C#N)c(=O)n(CC3CCCO3)c2)c1 (stereo not drawn)
  TTR transcr act: 2.9

Carrying on:
TTR transcr act	Structure
4.1	CCCCN(CCCC)Cc1ccc(N)cc1
0.0	O=C(CSc1nccn1Cc1ccco1)Nc1ccccc1
-0.8	CC(=O)N1CCc2c(sc(NC(=O)Cc3ccccc3)c2C(N)=O)C1
-0.9	O=C(/C=C/c1ccco1)N1CCN(C/C=C/c2ccccc2)CC1
-2.1	NC(N)=Nc1nc(-c2ccccc2)c2cc(F)ccc2n1
3.1	CC1(C)CC2(CCO1)OC(=O)CC2C(=O)NCCc1ccccc1 (stereo not drawn)
14.0*	Cn1c(SCCN2CCCCC2)nnc1-c1ccccc1Br
4.1	COc1cc(C(=O)NCCCNC(=O)c2cc(OC)c(OC)c(OC)c2)cc(OC)c1OC
2.9	CCCc1cc(=O)[nH]c(SCC(=O)NC)n1
-1.0	COc1ccc(N2CCN(C(=O)C3CCCO3)CC2)cc1 (stereo not drawn)
-2.1	O=C(NNC(=O)c1csc(-c2cccnc2)n1)Nc1ccc(Cl)cc1
-0.2	CCOC(=O)C1CCCCN1C(=O)[C@@H]1CC=C[C@@H]2CCN(c3ccccc3)C(=O)[C@@H]21 (stereo partly drawn)
-2.4	O=C(Nc1ccon1)c1cc2c(s1)CCCCCC2
-1.3	Cc1ccc(NC(=O)c2ccccc2-c2cc(C)no2)cc1
-1.2	C=CCOC(=O)C1=C(C)OC(N)=C(C#N)C1c1ccco1 (stereo not drawn)
2.8	CC(C)(C)OC(=O)[C@H](Cc1ccccc1)NC(=O)c1nc[nH]c1C(=O)NCCCCCN
-0.5	CC(=O)Nc1cccc(NC(=O)C(C)N2c3cccc4cccc(c34)S2(=O)=O)c1 (stereo not drawn)
2.6	Cc1cc(O)ccc1C1(c2ccc(O)cc2C)OC(=O)c2ccccc21
-0.9&1.4	C/C(N)=C(/C#N)C(=O)COC(=O)C1Cc2ccccc2CN1S(C)(=O)=O (stereo not drawn)
12.1*	O=C(NN1C(=O)C2CC=C(Cl)CC2C1=O)c1ccncc1 (stereo not drawn)
-2.2	CSCCC(C(=O)Nc1ccc2c(c1)OCO2)N1C(=O)c2ccccc2C1=O (stereo not drawn)
-2.7	CC(C)(C)c1ccc(C(=O)Oc2ccc3c(c2)OCC3=O)cc1
3.4	CCOC(=O)/C(=C\Nc1ccccc1C(F)(F)F)Sc1ncc(C(F)(F)F)cc1Cl
-1.1	COc1ccccc1Cc1c(-c2ccc(OC)c(OC)c2)nc2ccc(Cl)cn12
1.5	COc1ccc(OC)c(-n2c(-c3ccn[nH]3)n[nH]c2=S)c1
0.7	CC(=O)N1CCc2cc(S(=O)(=O)N3CCc4ccccc4C3)ccc21
2.7	CCOC(=O)C1=C(CNCc2ccc(C)cc2)NC(=O)NC1c1ccc(OC)cc1 (stereo not drawn)
0.5	CCn1c(SCC(=O)NC2CCCC2)nnc1C(C)NC(=O)c1ccccc1F (stereo not drawn)
-0.2	CC1C(=O)CCC1(C(=O)O)c1ccccc1 (stereo not drawn)
-0.3	CN(C)CC(c1ccccc1)c1ccccc1
3.5	Cc1ccc(C(=O)N2CCC(C)CC2)cc1NC1=NC2CS(=O)(=O)CC2S1 (stereo not drawn)
0.5	Cc1cccc(C)c1NC(=O)CSc1nnc(-c2ccncc2)n1Cc1ccco1
4.0	COC(=O)c1c(NC(=O)C2CCCCC2C(=O)O)sc2c1CCCCC2 (stereo not drawn)
-1.0	CCSc1nnc(NC(=O)Cc2ccc(OC)cc2)s1
1.0	CCOC(=O)C1CCCN(Cc2cn(C)nc2-c2ccc3c(c2)OCCO3)C1 (stereo not drawn)
-1.9	CC(C)N=C(NC#N)SCC(=O)NC(C)(C)C
-2.1	Cc1ccc(NC(=O)C2CCN(S(=O)(=O)c3cccnc3)CC2)cc1C
-1.3	CCCCN1C(N)=NC[C@H]1Cc1ccc(O)cc1
-1.0	Cc1[nH]c2ccccc2c1/C=N/NC(=O)CNC(=O)c1ccccc1
-1.5	Cc1cc(C(=O)N2CC(C)CC(C)C2)n(-c2ccccc2)n1 (stereo not drawn)
4.5	CCCc1cc(=O)oc2cc(OC(C)C(=O)NCCCn3ccnc3)ccc12 (stereo not drawn)
10.7*	Cc1cccc(C(=O)c2ccccc2C(=O)O)c1
-0.6	O=c1ccc(-c2n[nH]c(=S)n2-c2ccc(F)c(Cl)c2)n[nH]1
-3.3	CCOC(=O)/C(N)=C/c1ncc(C(F)(F)F)cc1Cl
-2.8	Cc1cccc(-n2ncc3c(N(C)C4CCCCC4)ncnc32)c1
0.5	Cc1cc(C(F)(F)F)c2c(N)c(C(=O)NC3CC3)sc2n1
2.3	Cn1cccc1/C=C1\SC(=S)N(NC(=O)c2cccc(Cl)c2)C1=O
